# Screening results deposited in PubChem by The Scripps Research Institute Molecular Screening Center.
# CHO parental Ca = ATP-evoked calcium signal inhibitors, parental CHO, primary screen, counter-screen for OX1R antagonist project, cell-based, fluorescence, Fluo-8 calcium dye | parental CHO-K1, ATP-induced calcium, Fluo-8 fluorescence | inhibition, % at 5.6 µM | actives 0.63% (n = 330,000) | AID 463079, 2010;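 active = inhibition above that plate's mean sample inhibition plus 3 SD, cut at about 26% in these data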;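 note: 0% = ATP-challenged DMSO wells and 100% = DMSO wells without ATP; some compounds past the cut are filed as inactive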
#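 Assay system – parental CHO cells · Reagent – ATP stimulus · Detection – intracellular calcium via Fluo-8 no-wash fluorescent dye · Evaluation – percent inhibition of ATP-evoked calcium rise, normalized to controls · Controls – ATP wells versus no-ATP DMSO wells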
# M1 ag parental = counter-screen for M1 agonists: effect in parental CHO-K1 cells; Fluo-8 calcium fluorescence; scaled to maximal ATP response, vehicle zero; activation, % at 3 µM; actives 0.48% (n = 360,000); AID 602248, 2012; in the data active = activation above about 15%;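 note: untransfected CHO-K1 host cells lacking M1 receptor as counterscreen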
# CHO-K1 Ca antag = M1 antagonist counterscreen hit in parental CHO-K1 cells. ATP-induced calcium, Fluo-8 fluorescence. inhibition, % at 3 µM. actives 0.6% (n = 360,000);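 active = inhibition above a per-plate cutoff, the plate's mean sample inhibition plus 3 SD, cut at about 24% in these data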;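 note: 0% = DMSO plus EC80 ATP and 100% = DMSO alone without ATP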
# TAAR1 ag = human TAAR1 agonists, primary screen, Fluo-8 calcium fluorescence, CHO RD-HGA16 cells | activation, % at 3 µM | actives 0.99% (n = 360,000) | vehicle wells 0%, saturating PEA agonist 100% | AID 624467, 2012;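 active = activation above the mean activation of all test compounds in the run plus 3 SD, cut at about 38% in these data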
# Target sequence (Q96RJ0 whole entry, looked up): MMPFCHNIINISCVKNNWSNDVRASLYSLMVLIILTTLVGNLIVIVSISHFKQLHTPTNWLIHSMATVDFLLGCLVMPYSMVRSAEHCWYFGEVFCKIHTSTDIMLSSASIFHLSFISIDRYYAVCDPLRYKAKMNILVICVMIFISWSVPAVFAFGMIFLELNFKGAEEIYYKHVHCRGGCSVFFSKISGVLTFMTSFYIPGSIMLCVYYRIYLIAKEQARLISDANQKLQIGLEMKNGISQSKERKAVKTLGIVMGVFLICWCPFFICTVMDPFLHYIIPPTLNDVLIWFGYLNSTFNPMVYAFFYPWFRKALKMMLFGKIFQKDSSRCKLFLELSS
#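 Test system: RD-HGA16 (CHO) cells co-expressing Gα16 and hTAAR1 | Doses: Single dose, 3 µM | Schedule: 17-24 h seeding, 75 min 37 °C dye, 30 min RT | Evaluation: % activation from peak over basal fluorescence ratio, DMSO-to-PEA scaled | Technique: Kinetic Fluo-8 calcium fluorescence | Benchmarks: Low control DMSO, high control PEA (EC100)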
# M1 antag = human M1 muscarinic receptor antagonists, primary screen, CHO-K1 cells, Fluo-8 calcium fluorescence, 1536-well. inhibition, % at 3 µM. actives 1.3% (n = 360,000). Muscarinic acetylcholine receptor M1 (Homo sapiens), P11229. CHO-K1 hM1, ACh EC80 antagonist;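 active = percent inhibition above its own plate's cutoff, namely the mean of that plate's compound wells plus 3 SD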;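 note: peak over basal fluorescence ratio during 140 s after agonist addition; 0% = ACh EC80 plus DMSO and 100% = DMSO alone without agonist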
# CHRM1 agonist = human M1 muscarinic receptor agonists, primary screen, Fluo-8 calcium fluorescence, CHO-K1 cells, HTS; CHO-K1 hM1, agonist mode; 0% DMSO, 100% acetylcholine EC100; activation, % at 3 µM; actives 0.33% (n = 360,000); AID 588814, 2011;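 active = activation above the run's mean compound activation plus 3 SD, cut at about 16% in these data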;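 note: peak over basal fluorescence ratio within a 140 s kinetic read after compound addition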
# M1 PAM parental = nonselective calcium activators in parental CHO-K1 cells, primary screen, counter-screen for M1 PAM project, cell-based, Fluo-8 calcium fluorescence, full deck, 1536-well. ATP EC20; 0% at ATP EC20, 100% at ATP max. activation, % at 3 µM. actives 0.02% (n = 360,000). AID 602247, 2012;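 active = activation above the run cutoff, the mean activation of all test compounds plus 3 SD, cut at about 40% in these data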;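 note: peak over basal fluorescence ratio in a 140 s read after ATP addition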
# OXTR potentiator = human OXTR potentiators, primary screen, fluorescence, CHO-OTR cells, Fluo-8 calcium | Oxytocin receptor (Homo sapiens), P30559 | Fluo-8 calcium fluorescence, potentiator mode; 0% = oxytocin EC15, 100% = EC100 | activation, % at 3 µM | actives 0.061% (n = 320,000);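 active = activation above that plate's cutoff, the mean activation of tested compounds plus 3 SD, cut at about 6.6% in these data, passing the limit was not always enough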;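 note: 100% uses oxytocin at 75 nM as the full agonist control; some results filed as inactive read as strong as hits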
# Target sequence (P30559 whole entry, looked up): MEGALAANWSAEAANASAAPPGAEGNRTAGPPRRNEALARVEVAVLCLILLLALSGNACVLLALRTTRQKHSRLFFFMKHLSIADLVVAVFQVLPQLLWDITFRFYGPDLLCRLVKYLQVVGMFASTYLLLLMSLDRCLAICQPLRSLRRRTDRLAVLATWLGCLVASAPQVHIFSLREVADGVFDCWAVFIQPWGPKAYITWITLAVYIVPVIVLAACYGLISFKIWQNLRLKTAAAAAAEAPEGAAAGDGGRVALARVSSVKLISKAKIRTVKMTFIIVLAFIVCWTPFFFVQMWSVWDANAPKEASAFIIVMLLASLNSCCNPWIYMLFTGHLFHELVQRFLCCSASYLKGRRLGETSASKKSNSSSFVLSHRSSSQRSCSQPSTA
#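 System: human OTR in CHO cells; Also added: sub-maximal oxytocin, roughly EC15; Timing: compound 6 min at room temperature before oxytocin, 100 s read; Technique: Fluo-8 intracellular calcium fluorescence, ex 470-495, em 515-575 nm; Controls: oxytocin EC15 low and EC100 high; Replication: singlicate.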
# TAAR1 antag = human TAAR1 antagonists, primary screen, Fluo-8 calcium fluorescence, CHO RD-HGA16 cells. Trace amine-associated receptor 1 (Homo sapiens), Q96RJ0. antagonist. inhibition, % at 3 µM. actives 1.5% (n = 360,000). AID 624466, 2012;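 active = inhibition above a per-plate cutoff, the mean inhibition of test compounds on that plate plus 3 SD, cut at about 49% in these data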;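 note: 0% = DMSO plus EC80 beta-PEA response and 100% = DMSO alone without agonist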
#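 Assay system: CHO-derived RD-HGA16 cells stably expressing human TAAR1 plus Gα16. Timing: 140 s kinetic read after compound, 140 s after agonist. Technique: kinetic Fluo-8 calcium fluorescence measurement. Measure: % inhibition of agonist calcium response.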
# Numbers without * were called inactive; / = not tested or not shown.
no.	Structure	CHO parental Ca	M1 ag parental	CHO-K1 Ca antag	TAAR1 ag	M1 antag
1	Cc1c(S(=O)(=O)N2CCN(C(c3ccccc3)c3ccccc3)CC2)c(=O)n(C)c(=O)n1C	-1	-0.3	0	-1	-17
2	CCCCCCCc1n[nH]c(=S)n1Cc1ccccc1	-15	2.0	-5	-2	-6
3	Cc1c(C(=O)NNC(=S)Nc2cccc(Cl)c2)nnn1-c1ccccc1	-11	1.1	-9	6	-11
4	COc1ccc(OC)c(NC(=O)CSc2nnc(-c3ccco3)n2-c2ccc(C(=O)O)cc2)c1	-22	0.3	8	0	-2
5	O=C(NCCN1C(=O)S/C(=C\c2ccc(OC(F)F)cc2)C1=O)C1=COCCO1	-30	6.2	-5	/	-2
6	CCn1cc(CN2CCCC(CNS(=O)(=O)Cc3ccccc3)C2)cn1 (stereo not drawn)	-15	0.3	-14	1	-12
7	CN(C)c1ccc(-c2csc(C(O)c3cccc(Cl)c3)n2)cc1 (stereo not drawn)	/	5.5	22	52*	42*
8	O=C(CSc1nnc(Cc2ccccc2)o1)c1cc(F)ccc1F	-4	0.4	-6	5	-9
9	O=C(CCCc1ccccc1)NCc1ccc(F)cc1	2	-0.2	0	-1	2
10	Nc1nc(C(F)(F)F)cc(=O)[nH]1	-7	1.1	-18	3	-11
11	COc1ccc(CCNC(=O)CC2COc3ccccc3O2)cc1OC (stereo not drawn)	-16	0.5	-6	8	-5
12	Cc1[nH]n(-c2cccc(Cl)c2)c(=O)c1C=NC12CN3CN(CN(C3)C1)C2	-7	0.2	-9	11	-4

no.	CHRM1 agonist	M1 PAM parental	OXTR potentiator	TAAR1 antag
1	-7	9	-2	-37
2	-4	19	-3	-14
3	-8	14	-3	5
4	-2	7	-16	-2
5	-1	9	-3	/
6	1	1	-18	25
7	19*	-7	/	73*
8	-2	8	-6	-4
9	-11	23	-9	1
10	-3	21	6	-23
11	-2	20	-1	7
12	-4	15	-2	1

# Carrying on.
no.	Structure	CHO parental Ca	M1 ag parental	CHO-K1 Ca antag	TAAR1 ag	M1 antag
13	CC(C)(C)OC(=O)N[C@@H](COCc1ccccc1)C(=O)N[C@@H](CO)[C@H](O)[C@@H]1C[C@@H]1C(=O)NC1CCCCC1	-27	0.1	-9	-1	-6
14	CCOc1ccc(C(=O)CCC(=O)O)cc1	-5	0.1	-17	/	-4
15	COc1ccc(CCNC(=O)CSCc2ccc(F)cc2)cc1OC	-1	1.2	-4	2	4
16	CC(C)[C@H](NC(=O)C1CCN(S(=O)(=O)c2ccccc2)CC1)C(=O)NCc1ccccc1	-18	0.2	-12	0	0
17	COc1ccc(C(=O)N/C(=C/c2cccnc2)C(=O)Nc2cccc(C(C)=O)c2)cc1OC	0	0.3	-13	5	-20
18	O=C(NCCCN1CCCC1=O)C1CCCO1 (stereo not drawn)	3	1.2	-3	0	-15
19	O=C(O)c1ccc(S(=O)(=O)N2CCCc3ccccc32)cc1	1	1.2	-12	0	-5
20	O=c1cc2c(nn1Cc1cccc(Cl)c1)-c1ccccc1CC2	-3	2.9	47*	9	-13
21	Cc1nn(-c2ccccc2)c2sc(C(=O)N(CC(=O)NC3CCCC3)Cc3ccco3)cc12	/	0.1	3	15	-9
22	C/C(=N\Nc1nc(C)cc(C)n1)c1ccc(N2CCOCC2)cc1	9	0.6	-11	11	4
23	COc1ccc2[nH]c3nc(SCc4nnc(-c5ccc(C)cc5)o4)nnc3c2c1	-17	0.0	-6	/	-1
24	COc1ccc(C(=O)NNC(=S)NC(=O)c2cccc([N+](=O)[O-])c2)cc1	-17	1.5	0	66*	-14

no.	CHRM1 agonist	M1 PAM parental	OXTR potentiator	TAAR1 antag
13	-5	-4	-12	-7
14	-5	14	1	/
15	-4	18	-1	-7
16	5	0	-8	-23
17	0	-15	-2	11
18	-7	19	0	-13
19	-3	-6	-1	-14
20	-5	1	-9	-11
21	-2	-1	/	9
22	-4	11	-10	10
23	-5	19	1	/
24	8	-11	-6	17

# Six entries from above, sorted by molar mass, descending:
no.	Structure	CHO parental Ca	M1 ag parental	CHO-K1 Ca antag	TAAR1 ag	M1 antag
21	Cc1nn(-c2ccccc2)c2sc(C(=O)N(CC(=O)NC3CCCC3)Cc3ccco3)cc12	/	0.1	3	15	-9
17	COc1ccc(C(=O)N/C(=C/c2cccnc2)C(=O)Nc2cccc(C(C)=O)c2)cc1OC	0	0.3	-13	5	-20
24	COc1ccc(C(=O)NNC(=S)NC(=O)c2cccc([N+](=O)[O-])c2)cc1	-17	1.5	0	66*	-14
19	O=C(O)c1ccc(S(=O)(=O)N2CCCc3ccccc32)cc1	1	1.2	-12	0	-5
18	O=C(NCCCN1CCCC1=O)C1CCCO1 (stereo not drawn)	3	1.2	-3	0	-15
14	CCOc1ccc(C(=O)CCC(=O)O)cc1	-5	0.1	-17	/	-4

no.	CHRM1 agonist	M1 PAM parental	OXTR potentiator	TAAR1 antag
21	-2	-1	/	9
17	0	-15	-2	11
24	8	-11	-6	17
19	-3	-6	-1	-14
18	-7	19	0	-13
14	-5	14	1	/

# The list continues:
no.	Structure	CHO parental Ca	M1 ag parental	CHO-K1 Ca antag	TAAR1 ag	M1 antag
25	Cc1ccc(Cc2c(-c3ccc(Cl)cc3)nc3cc(C)c(Br)c(C)n23)cc1	/	0.0	-12	-1	-31
26	O=S(=O)(Nc1nccs1)c1cnc(Cl)c(Br)c1	-12	0.9	-2	7	-2
27	CC(C)N1C(=S)SC(C)(C)C1n1oc(=O)n(-c2cccc(Cl)c2)c1=O (stereo not drawn)	-19	0.2	-12	5	5
28	COCCCn1c(C)nnc1SCC(=O)Nc1ccc(C(C)=O)cc1	-3	0.4	-9	2	-19
29	CCCNC(=O)C1(C)CCCN(C(=O)c2cc(F)ccc2C)C1 (stereo not drawn)	/	1.1	-6	0	-8
30	Cc1cc(C)n2c(SCC(=O)Nc3cc(C)on3)nnc2n1	7	0.2	-14	1	-12
31	O=C1c2ccccc2C(=O)N1CCSc1ncn[nH]1	3	0.2	-8	8	-2
32	COc1ccc(C(C(=O)NCC2CCCO2)N(C(=O)CNC(=O)c2cccs2)c2ccc(C(C)=O)cc2)cc1OC (stereo not drawn)	-10	0.4	5	2	3
33	O=C(O)c1oc2ccccc2c1CSc1ccccn1	-4	0.1	12	6	21
34	CC(C)C(=O)NCCSc1c[nH]c2ccccc12	2	1.0	-12	0	-9
35	Cc1c(Cl)c(=O)oc2cc(OC(C)C)ccc12	-7	1.0	2	3	11
36	O=C(CSc1nc(-c2ccccc2)cs1)NC(=O)NCc1ccco1	-9	4.5	-4	7	7

no.	CHRM1 agonist	M1 PAM parental	OXTR potentiator	TAAR1 antag
25	-2	9	/	-20
26	-3	10	1	-13
27	-4	7	4	10
28	0	6	1	-5
29	0	20	/	-12
30	-2	-8	-14	-1
31	-3	3	3	1
32	-5	6	-12	-11
33	-3	-4	-4	-1
34	-2	20	-4	-17
35	-4	7	-3	-3
36	-4	28	-4	54*

# Next part.
no.	Structure	CHO parental Ca	M1 ag parental	CHO-K1 Ca antag	TAAR1 ag	M1 antag
37	CC(C)C(NC(=O)OCc1ccccc1)C(=O)NCc1ccc(C(=O)O)cc1 (stereo not drawn)	-8	0.2	-9	10	-6
38	COc1ccc(S(=O)(=O)N2CCCCCC2)cc1C(=O)NCc1cccs1	-18	2.1	-13	3	-6
39	COc1ccccc1CN1CCc2c([nH]c3ccccc23)C1	-16	0.6	11	3	-1
40	Cc1scc(C(=O)O)c1-c1c(C(=O)O)csc1C	3	2.5	-2	0	-1
41	O=C(NCC(=O)N1CCN(c2ccccc2O)CC1)c1ccc(Br)o1	-6	-0.4	1	1	-7
42	CSc1ncccc1C(=O)Nc1ccccc1N1CCOCC1	-6	0.3	-8	0	2
43	O=C(c1ccc2ccccc2c1)N1CCOCC1	0	0.5	2	0	-14
44	CCOC(=O)C1CSC(CC(=O)Nc2ccc(Cl)cc2)C(=O)N1 (stereo not drawn)	-11	0.2	4	7	-13
45	N#CCC(=O)N/N=C/c1cn(Cc2ccc(Cl)cc2Cl)c2ccccc12	-15	0.1	-1	2	-14
46	COc1ccc(/C=C2/C(=O)N(c3ccccc3)N=C2C)cc1Br	-10	2.3	-4	26	-3
47	CC(C)=CCOc1ccc2c(C)c(CCC(=O)N3C[C@H]4C[C@@H](C3)c3cccc(=O)n3C4)c(=O)oc2c1C	/	-0.6	-7	1	-6
48	COCCCN1C(=O)N(c2ccccc2)C(=O)C1CC(=O)Nc1ccc(F)cc1 (stereo not drawn)	-2	0.1	-4	5	-15

no.	CHRM1 agonist	M1 PAM parental	OXTR potentiator	TAAR1 antag
37	-2	18	-2	-3
38	-4	10	-11	8
39	-11	-23	5	-13
40	-4	22	-6	-20
41	3	-3	-4	-3
42	-2	16	-4	6
43	-2	-4	-1	-28
44	-2	-11	-3	-20
45	-2	-22	-10	-31
46	0	9	2	4
47	-13	15	/	-4
48	-3	-17	-4	0

# The list goes on.
no.	Structure	CHO parental Ca	M1 ag parental	CHO-K1 Ca antag	TAAR1 ag	M1 antag
49	C=CC[C@]12C[C@@H](OC)C(=O)C=C1O[C@@H](c1ccc(OC)c(OC)c1)[C@H]2C	-7	1.6	3	2	-2
50	N#Cc1cccnc1Nc1cccc(Cl)c1	-8	1.9	-1	0	-9
51	CCOC(=O)N1CCC(NS(=O)(=O)c2cc(Br)cnc2N)CC1	-5	0.6	-4	10	-1
52	COc1cccc(SCc2noc(C(=O)NCC3CC3)c2C(=O)NCC2CC2)c1	-17	-0.3	-13	0	2
53	Cc1ccccc1N(CC(=O)NC(C)(C)C)C(=O)CS(=O)CC(=O)Nc1ccc2c(c1)OCO2 (stereo not drawn)	-7	-0.2	-4	5	0

no.	CHRM1 agonist	M1 PAM parental	OXTR potentiator	TAAR1 antag
49	-1	5	-2	-8
50	-11	11	-4	5
51	-5	10	-7	-31
52	4	12	-5	24
53	-5	3	-5	8
